Compound activity from PubChem BioAssay.
LYPLA2 inh – LYPLA2 (human) inhibition in PME1 counter-screen; AID 2177; recombinant LYPLA2, FP-Rh probe fluorescence polarization; inhibition, % at 5.9 µM; 320,000 compounds, 0.38% hits;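 active = inhibition above the screen-wide mean plus 3 SD, limit set per campaign, cut at about 26% in these data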;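 note: 0% = LYPLA2 with DMSO and 100% = wells lacking LYPLA2 enzyme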
Target sequence (O95372 whole entry, looked up): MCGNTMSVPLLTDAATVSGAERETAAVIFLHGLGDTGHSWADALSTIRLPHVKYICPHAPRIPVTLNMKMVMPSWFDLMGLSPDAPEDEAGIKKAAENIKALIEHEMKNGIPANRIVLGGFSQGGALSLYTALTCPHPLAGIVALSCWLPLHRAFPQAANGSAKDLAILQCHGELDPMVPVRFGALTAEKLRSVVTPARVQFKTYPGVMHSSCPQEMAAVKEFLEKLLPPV
PP5 inh – PP5 (human) phosphatase inhibition; purified PP5c, OMFP substrate fluorescence; 320,000 compounds, 0.18% hits; inhibition, % at 6.7 µM; P53041;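 active = inhibition above the campaign's mean inhibition across all tested compounds plus 3 SD, cut at about 9.5% in these data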;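 note: 0% = DMSO only and 100% = 100 µM cantharidin control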
Target sequence (P53041 whole entry, looked up): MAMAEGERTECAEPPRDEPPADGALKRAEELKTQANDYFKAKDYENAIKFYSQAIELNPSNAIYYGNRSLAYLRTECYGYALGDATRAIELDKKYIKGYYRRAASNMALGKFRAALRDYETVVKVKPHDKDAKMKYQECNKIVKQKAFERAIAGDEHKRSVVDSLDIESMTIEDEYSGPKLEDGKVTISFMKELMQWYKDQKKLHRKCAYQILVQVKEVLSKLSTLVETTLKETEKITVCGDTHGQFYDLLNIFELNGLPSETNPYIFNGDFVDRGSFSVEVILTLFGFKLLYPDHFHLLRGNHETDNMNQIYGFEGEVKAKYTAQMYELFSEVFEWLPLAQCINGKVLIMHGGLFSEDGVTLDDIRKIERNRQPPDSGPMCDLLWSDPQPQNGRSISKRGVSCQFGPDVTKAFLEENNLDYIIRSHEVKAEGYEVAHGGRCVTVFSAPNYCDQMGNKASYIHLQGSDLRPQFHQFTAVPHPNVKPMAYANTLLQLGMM
GASC-1 inh – inhibitors of human GASC-1 (JMJD2C) demethylase | inhibition, % at 2.35 µM | 330,000 compounds, 0.069% hits | GST-JMJD2C(1-420) H3K9me3 demethylation, DELFIA europium;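 active = more than half of a compound's replicate wells show inhibition beyond 50%, single wells judged on their own value; inconclusive = some, but no more than half, of replicates pass 50% inhibition; inactive = no replicate passes 50% inhibition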;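 note: signal counts dimethyl H3K9 product captured on neutravidin plate; 0% = median of DMSO wells and 100% = 0.3 times that DMSO median; strong numbers were not always called active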
PREPL inh – inhibits the human prolyl oligopeptidase-like enzyme. inhibition, % at 5.96 µM. Q4J6C6. recombinant PREPL, fluorescence polarization activity-based probe. 320,000 compounds, 0.68% hits; in the data active = inhibition above about 43%;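 note: 0% = enzyme with DMSO and 100% = wells lacking enzyme; many of its hits are not listed in these tables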
HCV core dimer – blocks dimerization of HCV core protein | TR-FRET GST/Flag-core106 dimerization, 1536-well | inhibition, % at 5 µM | 300,000 compounds, 0.33% hits;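 active = inhibition above the mean of all tested compounds plus 3 SD, set per screening campaign, cut at about 45% in these data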
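Assay system – GST-tagged and Flag-tagged HCV core protein residues 1-106 · Quantity – core106 proteins, GST 13.5 nM and Flag 17 nM · Benchmarks – unlabelled core106 and no-GST-core106 wells · Read-out basis – percent inhibition of core106 dimerization signal · Detection – time-resolved FRET, ex 340 nm, em 617 and 671 nm · Schedule – 4 h at 22.5 °C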
Efflux pump mplx – antifungal efflux pump inhibition, Nile Red retention. inhibition, % at 10 µM. 330,000 compounds, 0.44% hits. S. cerevisiae Candida pump triplex;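 active = plate passing quality check with inhibition over a set limit, or well fluorescence over plate mean plus 4 SD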;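 note: Nile Red retained in pooled yeast measured as flow cytometry median fluorescence; 0% = buffer negative control and 100% = Enniatin B positive control; higher means more Nile Red kept so more efflux inhibition; some compounds called inactive have numbers as strong as hits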
Fh CTSL1 inh – cathepsin L1 inhibition, PFM18AAP counter-screen | recombinant F. hepatica cathepsin L1, Z-Leu-Arg-MCA fluorescence | inhibition, % at 5.96 µM | 300,000 compounds, 0.49% hits | AID 1906;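 active = inhibition above the mean of all tested compounds plus 3 SD, set per screening campaign, cut at about 17% in these data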;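 note: 0% = plate median of test compound wells and 100% = 1 µM Z-Phe-Ala-diazomethylketone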
TPT1 inh – C. albicans TPT1 enzyme inhibition. recombinant caTPT1, FP RNA substrate dephosphorylation. 300,000 compounds, 0.81% hits. inhibition, % at 5 µM;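 active = inhibition above the mean of all tested compounds plus 3 SD, set per screening campaign, cut at about 24% in these data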;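 note: plate controls were DMSO alone for no effect and ferristatin control at 100 nM for full effect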
PP1 counter – counter-screen for PP5 inhibitors: inhibitors of human PP1-alpha | inhibition, % at 6.7 µM | purified PP1alpha, OMFP fluorescence | AID 2235 | 320,000 compounds, 0.9% hits | P62136;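 active = inhibition above the mean inhibition of all tested compounds plus 3 SD, computed separately for each screening campaign, cut at about 15% in these data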
Target sequence (P62136 whole entry, looked up): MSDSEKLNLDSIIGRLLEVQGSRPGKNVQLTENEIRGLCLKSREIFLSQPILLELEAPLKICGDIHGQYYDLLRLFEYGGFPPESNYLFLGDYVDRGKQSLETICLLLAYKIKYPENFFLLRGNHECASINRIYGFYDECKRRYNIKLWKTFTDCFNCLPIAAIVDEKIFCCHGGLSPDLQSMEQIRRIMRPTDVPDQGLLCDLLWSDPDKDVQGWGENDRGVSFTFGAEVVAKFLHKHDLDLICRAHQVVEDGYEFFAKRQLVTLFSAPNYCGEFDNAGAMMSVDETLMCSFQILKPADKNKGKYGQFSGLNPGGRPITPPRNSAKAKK
* = called active by the depositor; ? = inconclusive; · = not tested or not shown; & = joins results of further samples. This is a subset. The share of hits here may be higher or lower than overall.

SMILES | LYPLA2 inh | PP5 inh | GASC-1 inh | PREPL inh | HCV core dimer | Efflux pump mplx | Fh CTSL1 inh | TPT1 inh | PP1 counter
CCNC(=O)c1c(NC(=O)c2cc(-c3cc(C)ccc3O)n[nH]2)sc2c1CCCC2 | -2.8 | 2.7 | -7.1 | 7.1 | -3.0 | 0.1 | 6.8 | -1.1 | 2.3
CCN(CC)CCCNC(=O)CC1Oc2ccc(C)cc2NC1=O (stereo not given) | -5.4 | 1.9 | 13.5 | 5.2 | -11.2 | -0.1 | -1.1 | -0.3 | -2.5
OCC[C@@H]1C[C@H](O)[C@@H](O)[C@]2(CCCc3ccccc3O2)O1 | -4.7 | 1.3 | -0.4 | -2.6 | -0.5 | -0.1 | 0.4 | 1.0 | -7.7
COP(C)(=O)c1c(C)nn(-c2ccccc2)c1C (stereo not given) | -0.7 | -0.7 | -59.6 | 5.0 | 2.4 | 0.0 | 11.2 | 3.2 | -8.7
CCc1c(O)nc(SCC(=O)N2CCc3cc(OC)c(OC)cc3[C@@H]2C)[nH]c1=O | 9.3 | -0.2 | ? | 7.3 | 1.1 | -0.1 | -0.2 | -0.6 | -2.1
Cn1c(SCC(=O)NCCc2ccc(S(N)(=O)=O)cc2)nc2ccccc2c1=O | 7.9 | 1.6 | 0.1 | 7.5 | -1.1 | -0.5 | 2.1 | -2.4 | 1.1
CCn1c(CSCc2c(Cl)cccc2Cl)n[nH]c1=S | -0.7 | 0.2 | -1.2 | -9.7 | 3.6 | -0.1 | -0.5 | 2.1 | -3.1
O=C1C2CC=CCC2C(=O)N1c1ccc(N2CCN(c3ccccn3)CC2)c([N+](=O)[O-])c1 (stereo not given) | 12.0 | 1.3 | -2.9 | 6.1 | 2.6 | 0.0 | 9.0 | 0.2 | -1.2
O=C1CC(N2C(=O)/C(=C/C=C/c3ccccc3)SC2=S)C(=O)N1c1ccccc1 (stereo not given) | -25.0 | -7.4 | -5.6 | 5.3 | 50.6* | -0.3 | 12.8 | 78.0* | 24.0*
CCOc1nc(NCCN2CCOCC2)nc(Nc2ccc([N+](=O)[O-])cc2)n1 | -0.2 | 0.5 | 3.9 | 37.9 | -8.8 | 0.2 | -4.4 | 1.8 | -9.8
CCNC(=O)C12CCC(C)(C(=O)O1)C2(C)C (stereo not given) | -1.9 | 0.1 | -2.5 | 0.5 | -1.8 | 0.0 | -3.1 | -1.0 | -1.4
C=Cn1cc[n+](CC(=O)c2ccc(C)cc2)c1 | 5.7 | 0.2 | 7.7 | 24.5 | -0.6 | 0.0 | 4.5 | -0.8 | -3.5
CCN(CC)S(=O)(=O)c1cccc(NC(=O)COc2ccc(F)cc2Br)c1 | -10.7 | 5.2 | 26.9 | 11.1 | 6.6 | 0.1 | -4.7 | -0.8 | -2.2
CC(C)(CNC(=O)COc1ccccc1Cc1ccccc1)N1CCOCC1 | 2.1 | -1.2 | -6.0 | 16.4 | 3.4 | 0.3 | -3.1 | 2.6 | -3.7
CCOC(=O)c1c(C)[nH]c(C(=O)COC(=O)CSCC(=O)N(CC)CC)c1C | -11.0 | -0.1 | 5.2 | 10.8 | -14.7 | 0.0 | -60.2 | -1.9 | -3.8

Sorted by the number under GASC-1 inh (smallest number first): 3 from the list above
Molecule | GASC-1 inh
CC(C)(CNC(=O)COc1ccccc1Cc1ccccc1)N1CCOCC1 | -6.0
OCC[C@@H]1C[C@H](O)[C@@H](O)[C@]2(CCCc3ccccc3O2)O1 | -0.4
CCN(CC)S(=O)(=O)c1cccc(NC(=O)COc2ccc(F)cc2Br)c1 | 26.9

Remaining list, next part.
SMILES | LYPLA2 inh | PP5 inh | GASC-1 inh | PREPL inh | HCV core dimer | Efflux pump mplx | Fh CTSL1 inh | TPT1 inh | PP1 counter
CN(C)S(=O)(=O)c1ccc(C(=O)OCC(=O)Nc2ccc3c(c2)OCO3)cc1 | -1.3 | 0.8 | 3.4 | 1.8 | · | 0.0 | · | · | -4.8
CCCn1c2ccccc2c2nnc(SCC(=O)Nc3nnc(CC(=O)OCC)s3)nc21 | -7.8 | 0.0 | -0.4 | -68.8 | 23.4 | -0.1 | 0.2 | 2.5 | 6.1
O=C(CSc1ccc2nnc(CCNC(=O)c3ccccc3)n2n1)NCc1ccco1 | -3.7 | 5.4 | -9.9 | 8.6 | 0.9 | 0.1 | 0.3 | -1.9 | -2.2
Cc1nc(NCCN2CCOCC2)c2oc3ccccc3c2n1 | 5.3 | 1.1 | 18.2 | -4.1 | -2.8 | 0.0 | -3.2 | -7.2 | 0.0
O=C(O)CSc1nc2c(c(=O)[nH]1)CCCC2 | -4.9 | -3.4 | 2.8 | 8.8 | -3.2 | 0.1 | 5.2 | -3.9 | -3.5
COc1ccc(CNC(=O)c2cccc(C)c2[N+](=O)[O-])cc1 | -2.3 | 1.1 | -5.9 | -0.9 | -5.7 | -0.1 | -1.2 | -1.0 | -2.2
CCN(c1ccccc1)S(=O)(=O)c1nnc(NC(=O)C(C)(C)C)s1 | -1.0 | 1.7 | -9.8 | 14.1 | -11.0 | 1.3 | 0.6 | -4.2 | -0.6
COc1ccc(NC2CCCN(C(=O)c3cccc(N4CCNC4=O)c3)C2)cc1 (stereo not given) | 3.3 | 2.0 | -0.8 | 7.3 | 2.8 | -0.1 | 0.3 | 0.1 | 1.3
COc1ccc(N(CCC#N)C(=O)/C(C#N)=C/c2cccs2)cc1 | -4.0 | 0.5 | -9.7 | 8.8 | 2.3 | 0.0 | 3.5 | 0.3 | -3.1
Cn1c(=O)oc2cc(S(=O)(=O)Nc3ccc(Cl)cc3)ccc21 | 6.0 | 1.3 | 4.0 | 1.9 | 18.4 | -0.1 | 1.8 | 0.8 | -0.9
Cn1c(SCc2ccc(C(C)(C)C)cc2)nnc1C1COc2ccccc2O1 (stereo not given) | 1.1 | 4.6 | 7.3 | -10.2 | 5.8 | 0.0 | 0.8 | -0.5 | 5.0
CCN(CC)Cc1cc(C(C)=O)ccc1OCC(C)C | -0.5 | -2.3 | -5.5 | 10.7 | 1.8 | 0.1 | -3.5 | -0.8 | -5.4
CCC(=O)NC(Cc1ccccc1)c1ccc2c(c1)OCCCO2 (stereo not given) | 2.2 | 0.8 | -1.0 | 2.6 | -5.5 | 0.0 | -6.5 | -2.3 | -1.1
COc1cc(/C=N/NC(=O)COc2cc(C)cc(C)c2)ccc1OS(=O)(=O)c1ccc(C)cc1 | -45.6 | 6.5 | 3.1 | -18.0 | 17.1 | -1.2 | -2.2 | -0.7 | 5.7
COCCn1c(=N)c(C(=O)NCCc2ccccc2)cc2c(=O)n3cccc(C)c3nc21 | 5.9 | 0.4 | -10.1 | 29.3 | 0.7 | -0.2 | 3.6 | 1.3 | 2.5
CCCCCn1c(CCNC(=O)c2cccs2)nc2ccccc21 | -9.2 | -1.1 | -0.4 | -7.4 | -1.3 | 0.2 | -1.0 | -0.6 | 7.7
CCOC(=O)c1sc(C)c2c(=O)n(Cc3ccc(Cl)cc3)c(C)nc12 | -3.6 | 2.6 | 8.2 | -4.1 | 4.3 | 0.2 | 0.7 | 14.7 | 1.2
COc1ccc2c(c1OC)C(=O)OC2Nc1ncccc1C (stereo not given) | 4.2 | 2.1 | 6.3 | -6.7 | -1.0 | 0.0 | 1.1 | -3.6 | -0.4
CC(=O)Nc1ccc(NC(=O)CSc2ccccn2)cc1 | -5.4 | -1.8 | 5.9 | -0.3 | -2.1 | 0.0 | -3.0 | 1.9 | -4.2
CCCCNC(=O)NNc1nc(Cl)cc(C)c1C#N | 1.5 | -3.3 | -12.4 | 7.0 | 2.2 | -0.1 | 5.3 | 0.1 | -3.6
CCCC(=O)Nc1cc(C)c2c(=O)oc3ccccc3c2n1 | -2.7 | -2.2 | 5.9&-5.3 | 9.2 | -2.2 | 0.3 | 4.0 | -1.9 | 1.3
CS(=O)(=O)N1CCN(C(=O)c2ccc3c(c2)OCCO3)CC1 | -2.3 | -1.5 | 1.0 | -3.6 | 6.5 | 0.0 | 1.8 | 0.0 | -2.4
COc1ccccc1N(C)S(=O)(=O)c1ccc(Cl)c(C(=O)NCCCN2CCOCC2)c1 | 3.0 | 1.7 | 4.1 | -0.2 | 0.1 | -0.6 | -3.5 | 0.3 | -3.7
O=C(O)/C=C/c1ccc(S(=O)(=O)Nc2ccc(OCc3ccccc3)cc2)cc1 | 5.5 | 1.4 | 5.0 | 14.9 | -3.9 | 0.1 | 0.3 | -5.4 | 5.5
CCN(CC)S(=O)(=O)c1cccc(NN=c2c(=O)c3ccccc3c2=O)c1 | 3.4 | -0.3 | -7.6 | 10.8 | -5.4 | 0.0 | 0.0 | -3.7 | -2.1
CC(Sc1n[nH]c(=O)n1Cc1ccccc1)C(=O)NC1CCCCC1C (stereo not given) | 0.2 | -0.6 | -4.0 | -2.9 | 4.0 | 0.0 | -1.9 | -0.8 | -1.9
CC(C)Oc1ccc(NC(=O)C2CCCNC2=O)cc1 (stereo not given) | 0.5 | 1.6 | -3.9 | 13.8 | 3.4 | 0.0 | 6.8 | 6.3 | -1.2
Cc1ccc(S(=O)(=O)NCC(C)NS(C)(=O)=O)cc1 (stereo not given) | -0.2 | -0.7 | -2.9 | 2.0 | 3.7 | 0.1 | -2.5 | 0.6 | 11.0
CCOc1ccccc1NC(=O)n1ncc2c(C)cccc21 | -4.2 | 0.5 | -3.9 | -9.0 | 2.2 | -0.4 | 3.2 | -2.9 | -3.3
COc1cc(OC)cc(C(=O)NCc2cc(C)nc3ccccc23)c1 | 1.0 | 3.4 | -0.8 | 6.0 | 1.0 | 0.0 | 1.1 | -0.8 | 4.6
Cc1ccccc1NC(=O)COC(=O)c1ccc2nc(C)c(C)nc2c1 | 2.7 | -0.1 | 0.0 | 1.7 | · | 0.3 | · | · | -1.0
C=CCNC(=S)N1CCN(CCNC2=CC(=O)CC(C)(C)C2)CC1 | -3.5 | 1.1 | ? | 0.7 | -4.8 | 0.1 | 0.8 | -1.5 | 1.4
CCOc1ccc(Nc2nc(N)nc(CCl)n2)cc1 | -4.8 | 2.8 | 6.9 | 1.4 | 2.8 | 0.1 | 1.4 | 0.5 | -0.1
CC1CC(C)(C)NC(=S)N1CCCC(=O)N1CCN(c2ccccc2F)CC1 (stereo not given) | -2.2 | -0.7 | 3.8 | 21.8 | 1.1 | 3.3 | -3.8 | 1.7 | 0.0
CC(OC(=O)Cn1[nH]c(=O)c2ccccc2c1=O)C(=O)NC1(C#N)CCCCC1 (stereo not given) | 0.3 | -1.2 | -1.6 | 21.3 | -1.9 | 0.1 | -15.8 | 0.8 | -4.5
O=C(NC12CC3CC(CC(C3)C1)C2)c1ccc(-c2ccccc2Cl)o1 | -16.2 | 0.6 | -3.5 | 24.9 | 2.5 | 0.0 | 0.1 | 1.3 | -0.2
C[C@H](NC(=O)[C@@H]1CSC2c3ccccc3C(=O)N21)C(=O)NCc1c(F)cccc1Cl (stereo not given in full) | 4.5 | 1.7 | -14.9 | 18.2 | 2.4 | 0.5 | -9.2 | -0.6 | 0.7
Cc1nn(Cc2ccc(F)cc2)c(C)c1NC(=O)c1cc(-c2ccco2)on1 | 3.3 | 2.2 | 6.5 | 1.0 | 2.2 | 0.1 | -0.6 | 12.9 | -2.3
